Eya2 inh = inhibitors of human Eya2 phosphatase activity; 330,000 tested, 0.006% active; Potency, µM (doses to about 76.9 µM), for the others: at the top dose activity, negative = inhibition, usual class: inhibitors; O00167; recombinant Eya2, OMFP fluorescence dephosphorylation (OMFP is methylfluorescein phosphate); AID 488837; also: potency is read from the fitted curve at half-maximal effect; % is scaled to controls: 0 for no effect and ±100 for the full control effect
Target sequence (O00167 whole entry, looked up): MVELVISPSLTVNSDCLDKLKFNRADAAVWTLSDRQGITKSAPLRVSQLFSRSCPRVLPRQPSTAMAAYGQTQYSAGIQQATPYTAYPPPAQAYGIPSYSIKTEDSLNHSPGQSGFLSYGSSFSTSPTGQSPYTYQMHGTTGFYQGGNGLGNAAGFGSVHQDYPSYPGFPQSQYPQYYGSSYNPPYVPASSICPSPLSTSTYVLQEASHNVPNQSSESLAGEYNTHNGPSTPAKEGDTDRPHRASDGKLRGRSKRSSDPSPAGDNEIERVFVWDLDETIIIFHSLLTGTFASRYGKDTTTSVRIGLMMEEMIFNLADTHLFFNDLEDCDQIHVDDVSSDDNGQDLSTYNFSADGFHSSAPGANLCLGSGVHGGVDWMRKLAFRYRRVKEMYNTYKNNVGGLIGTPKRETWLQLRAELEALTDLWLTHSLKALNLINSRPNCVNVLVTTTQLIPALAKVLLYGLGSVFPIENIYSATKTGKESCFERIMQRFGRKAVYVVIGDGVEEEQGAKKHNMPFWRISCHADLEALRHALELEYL
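Eya2 (0.2 uM) preincubated 10 min at ambient with compound, then OMFP substrate added at 50 uM; 10 min reaction in 50 mM HEPES pH 7.5, 50 mM NaCl, 5 uM MgCl2, 0.05% BSA, 1 mM DTT. Fluorescence read at Ex 485/Em 525 nm.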
TRPV1 ag = human TRPV1 agonism | Q8NER1 | TRPV1-expressing cells, Fluo-8 calcium influx, agonist mode | activation, % at 8.33 µM | 320,000 tested, 0.19% active | AID 540275; in the data active = activation above about 80%; inconclusive = between about 30% and that limit; also: 0% is about no effect
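Cells expressing TRPV1 were dye-loaded with Fluo-8 and read kinetically: 10 s baseline, 3 min after compound (agonist portion), then 2 min after EC20 capsaicin (allosteric enhancer portion). Calcium-bound dye fluorescence at 480/520 nm.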
USP2a block = blocks human ubiquitin-specific protease USP2a. Potency, µM (doses to about 38.3 µM), inactives show top-dose activity change, negative = inhibition, actives largely listed as inhibitors. USP2 core, Ub-CHOP2 coupled fluorogenic reporter, 485/531. AID 463254. 330,000 tested, 0.01% active. O75604;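 also: potency is read from the fitted curve at half-maximal effect; plate controls were DMSO wells for no effect and full inhibition by NEM control for full effect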
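USP2 core (10nM final) preincubated 30min RT with compound in 20mM Tris-HCl pH 8.0, 2mM CaCl2, 2mM beta-mercaptoethanol, 0.05% CHAPS; 25nM Ub-CHOP2 plus 25nM reporter substrate added, fluorescence (Ex485/Em531) read after 60min.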
PTAP TSG101 blk = blocks PTAP/TSG101 interaction to inhibit HIV-1 budding; Q99816; Fluorescence polarization, FITC-PTAP peptide / Tsg101 binding; Potency, µM (top dose mostly 115 µM), for the others: at the highest dose activity change, negative = inhibition, usual class: inhibitors; 340,000 tested, under 10 active; AID 493005; active = well fitted inhibition curve with a large enough effect in the main read-out, with a control signal flat, not every such curve was filed as active; inconclusive = small, poorly fitted or top-dose-only effect, or effect the other way, or a change in a side signal; inactive = no such curve, though single readings can be large or run the other way; also: potency is read from the fitted curve at half-maximal effect; % of control where 0% means no effect
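Compounds were pin-transferred onto Tsg101 binding domain (10 uM final) in HEPES pH 7.5 buffer, then FITC-PTAP peptide was added at 50 nM final. After 20 min at RT, polarization reported peptide displacement across a qHTS concentration series.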
B2AR arrestin = recruits beta-arrestin to the human beta2-adrenergic receptor; beta-arrestin recruitment to beta2AR, cell-based reporter; Potency, µM (doses to about 46.1 µM), for inactives: top-dose activation, hits mostly activators; 330,000 tested, 0.02% active;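 also: potency is read from the fitted curve at half-maximal effect; 0% = DMSO controls and full agonism = EC100 isoproterenol or metaproterenol; nearly all actives have a fitted effect of over 65% in size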
p53 reactivation = re-activators of mutant p53; H1299 p53-A138V BP100-luciferase reporter, luminescence, 24 h; Potency, µM (titrated, usually from 92.2 µM), without a hit: at the highest dose activity change, positive = activation, hits mostly activators; 320,000 tested, 0.063% active; also: potency is read from the fitted curve at half-maximal effect; % of control where 0% means no effect; nearly all actives have a fitted effect of over 45% in size
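p53-null H1299 cells stably carrying temperature-sensitive p53-A138V and a BP100-luciferase reporter were pinned with compounds (4-point, 1:5 series) and held 24 hrs at 37 deg C. Luminescence was read 10 min after detection reagent.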
ASM inhibitor = blocks human secretory acid sphingomyelinase; placental ASM, HMU-PC fluorogenic substrate, 60 min; 340,000 tested, 0.006% active; Potency, µM (highest dose often 57.5 µM), inactives show top-dose activity change, negative = inhibition, most hits filed as inhibitors; AID 504937; also: potency is read from the fitted curve at half-maximal effect
Target sequence (P17405 47-631 limits assumed): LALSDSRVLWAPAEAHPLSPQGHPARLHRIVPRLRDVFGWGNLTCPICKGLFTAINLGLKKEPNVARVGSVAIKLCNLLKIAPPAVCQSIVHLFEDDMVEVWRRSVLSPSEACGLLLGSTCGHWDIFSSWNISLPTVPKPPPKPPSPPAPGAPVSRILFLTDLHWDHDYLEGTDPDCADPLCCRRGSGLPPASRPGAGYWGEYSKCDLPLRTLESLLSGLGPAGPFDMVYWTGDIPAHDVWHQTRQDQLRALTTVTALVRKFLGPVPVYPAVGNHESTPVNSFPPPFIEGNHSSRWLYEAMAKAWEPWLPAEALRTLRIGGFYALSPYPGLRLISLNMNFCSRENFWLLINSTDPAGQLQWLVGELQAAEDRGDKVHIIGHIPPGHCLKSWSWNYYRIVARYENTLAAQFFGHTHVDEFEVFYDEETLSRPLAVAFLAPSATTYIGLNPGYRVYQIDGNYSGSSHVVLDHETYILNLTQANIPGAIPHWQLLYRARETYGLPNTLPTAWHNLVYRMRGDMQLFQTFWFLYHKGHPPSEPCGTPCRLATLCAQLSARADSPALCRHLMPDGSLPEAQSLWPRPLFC
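Steps: dispense placental human ASM, pin compound, wait 10 min at room temperature, add HMU-PC0 substrate at 9 uM final, incubate 60 min at 37 °C, add stop solution raising pH to 10, read fluorescence.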
BRCA1 expr up = increases BRCA1 expression; MCF7-BRCA1-FFLuc reporter, luminescence, 48 h; response scale: scaled: vehicle 0%, 10 µM genistein 100%; Potency, µM (series often up to 46.1 µM), for the others: top-dose activation, most hits filed as activators; 380,000 tested, 1.1% active; AID 624202; also: potency is read from the fitted curve at half-maximal effect; nearly all actives have a fitted effect of over 80% in size; some results filed as inactive show a strong effect at the top dose
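MCF7 cells carrying a BRCA1-firefly luciferase reporter (2000 cells/well, phenol-red free MEM) were attached for 2 h at 37 °C, then given compounds for 48 h. Luminescence was read 15 min after luciferase reagent; activity normalized to genistein (10 microM) and DMSO.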
a7 integrin act = activators of alpha7 integrin expression for muscular dystrophy | Potency, µM (highest dose often 38.3 µM), inactives show at the top dose activation, most hits filed as activators | 350,000 tested, 0.064% active | alpha7betagal myoblasts, beta-gal FDG fluorescence, 48 h;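 also: potency is read from the fitted curve at half-maximal effect; 100% = response of the positive control SU9516; nearly all actives have a fitted effect of over 60% in size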
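Alpha7betagal+/- myoblasts (passage 13) were plated 16-24 hr, then exposed to compounds (1:260 dilution of DMSO stock) for 48 hours at 37C. After MPER lysis, β-galactosidase reporter activity was read as FDG fluorescence (ex 480/em 540) after 30 minutes.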
uPA surface inh = blocks generation of uPA at the cell surface. Potency, µM (doses to about 38.3 µM), without a hit: at the top dose activity change, negative = inhibition, most hits filed as inhibitors. 330,000 tested, 0.31% active. cell surface uPA generation assay, qHTS. AID 540303; active = well fitted inhibition curve with a large enough effect; inconclusive = small, poorly fitted or top-dose-only effect; inactive = no such curve, though single readings can be large or run the other way; tested in mouse RAW 264.7 cells; also: potency is read from the fitted curve at half-maximal effect; % is scaled to controls: 0 for no effect and ±100 for the full control effect; nearly all actives have a fitted effect of over 55% in size
ELG1 genotoxic = genotoxicity induction in ELG1-luciferase HEK293T cells; HEK293T ELG1-luciferase reporter, luminescence, 16 h; Potency, µM (titrated, usually from 46 µM), inactives show at the highest dose activity change, positive = activation, usual class: activators; 330,000 tested, 1.3% active; also: potency is read from the fitted curve at half-maximal effect; % of control where 0% means no effect; nearly all actives have a fitted effect of over 60% in size
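Genotoxicity was scored as increased ELG1-luciferase reporter signal, measured by ONE-Glo luminescence (30 min, room temperature). Compound or vehicle exposure of the HEK293T reporter cells lasted 16 hr at 37°C.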
Numbers without * were called inactive; ? = inconclusive; nt = not tested or not shown; & = joins results of further samples; [ ] = another dose, or the depositor's remark. Unless noted, calls follow the shape of the dose curve; as a rule, active = well fitted curve in the direction sought with a large enough effect; inconclusive = small, poorly fitted or top-dose-only effect, or another doubt; inactive = no such curve, though single readings can be large; an effect the other way counts as inactive or inconclusive.

SMILES | Eya2 inh | TRPV1 ag | USP2a block | PTAP TSG101 blk | B2AR arrestin | p53 reactivation | ASM inhibitor | BRCA1 expr up | a7 integrin act | uPA surface inh | ELG1 genotoxic
S=C(NCc1ccccc1)NCc1ccc2c(c1)OCO2 | 2% | ? | 2% | -2% | 0.3% | 3% | 4% | 3% | -4% | 6% | -1%
C/C(=N\NC(=O)c1cc(C)nc2ccccc12)c1cccc(Cl)c1 | -5% | 1 | -2% | 0% | -0.7% | -23% | -1% | -13% | -4% | -8% | -13%
CCOC(=O)Cc1csc(/C(=N/O)C(N)=O)n1 | 8% | 3 | 1% | -1% | -0.1% | -4% | 5% | 9% | 25% | -10% | 1%
Cn1c2ccccc2c2cc(C(=O)NNC(=O)CCl)sc21 | 2% | -4 | 0% | 0% | -0.3% | -15% | 2% | -80% | -60%[inhibitor] | -11% | -1%
O=C(CN1CCN(S(=O)(=O)c2ccccc2)CC1)NC(=O)NCc1ccco1 | 0% | -2 | 4% | -3% | -0.6% | 9% | 0% | -22% | 0% | -2% | 0%
CSCCCN1CCCC(CO)(Cc2ccccc2F)C1 (centres undefined) | 7% | -3 | 0% | -2% | 0.5% | 11% | -1% | -8% | -38% | -1% | -1%
CN(C(=O)C1CCCN(c2ncnc3c2nc2n3CCCCC2)C1)c1cccc(Cl)c1 (centres undefined) | 5% | ? | 5% | -4% | 0.2% | -10% | -3% | -53% | -38% | -6% | -2%
CCOC(=O)N1CCN(S(=O)(=O)N2CCCC(C(=O)NCCCN3CCC(C)CC3)C2)CC1 (centres undefined) | -12% | 0 | 2% | -10% | 0.2% | -9% | 1% | -2% | 10% | -5% | 0%
Cc1cccc(NC(=S)N2CCN(Cc3ccc4c(c3)OCO4)CC2)c1C | -40% | 13 | 3% | -7% | 0.0% | 5% | 5% | -26% | 20% | -4% | 4%
COc1cccc(/C=N/NC(=O)CN2C(=O)NC3NC(=O)NC32)c1 (centres undefined) | -2% | 5 | 4% | -5% | -0.6% | -27% | 3% | -4% | 9% | 8% | 1%
N#Cc1c2ccc(OCC(N)=O)cc2n2ccccc12 | 10% | 3 | 1% | -10% | -0.6% | -4% | 342%[activator] | 10% | 19% | -143% | 5%
O=S(=O)(c1cccc2nsnc12)N1CCN(Cc2ccccc2)CC1 | 9% | 2 | 2% | -9% | -0.3% | 0% | 2% | 0% | -7% | -2% | -7%
C[C@@H](C(=O)N=c1sc2ccccc2n1C)N1C(=O)C2CC=CCC2C1=O (some centres undefined) | nt | nt | nt | 3% | nt | nt | 2% | -13% | -12% | -5% | nt
CC(C)(C)c1nc(SCC(=O)N2CCCC2)c2ccccc2n1 | 0% | 1 | 2% | 0% | 0.1% | -2% | 1% | -16% | -6% | 1% | 0%
COc1cccc(CNc2ncc(C(=O)Nc3cc(OC)c(OC)c(OC)c3)c(C)n2)c1 | -7% | -2 | 4% | 2% | -0.4% | 3% | -2% | -32% | 16% | 5.6µM* | -5%
CC(C)(C)c1ccc(-c2nc3cc(N)ccc3o2)cc1 | 5% | 4 | 1% | 0% | -1.6% | nt | 34%[activator] | 52% | 31% | -11% | 1.3µM*
CCCn1c(NC(=O)CN2C(=O)NC3(CCCC3)C2=O)nc2ccccc21 | 29% | -6 | 1% | -2% | 0.4% | -1% | 3% | -20% | -12% | 2% | -3%
CC(C)(C)NC(=O)CSc1nccn1Cc1ccccc1 | 0% | 0 | 4% | -10% | -0.2% | 1% | 0% | 11% | -2% | 11% | 1%
Cn1c2ccc(Cl)cc2c2nc3ccccc3nc21 | -4% | 0 | -1% | -10% | 0.3% | 6% | -6% | -25% | -31% | -6% | 27%
C#CCSc1nnc(CNS(=O)(=O)c2ccc(Br)cc2)n1C | -4% | 3 | 1% | 0% | -0.2% | 3% | 7% | -5% | -1% | 10% | -3%
COc1cccc(NC(=O)Cn2nnc(C(=O)Nc3ccccc3)c2N)c1 | -5% | 7 | 5% | -2% | -0.5% | 2% | -5% | -5% | -4% | 1% | 0%
Cn1c(=O)n(C)c2cc([N+](=O)[O-])c(N3CCN(C(=O)C(C)(C)C)CC3)cc21 | 2% | -2 | 1% | 0% | -0.3% | 0% | -6% | 0% | -11% | -2% | -3%
Cc1cc(N2CCN(c3nc(-c4ccccc4)cs3)CC2)c2ccccc2n1 | ? | 4 | 5% | 1% | -0.2% | -5% | ? | -44% | 1% | 1% | -15%
CNCCOc1ccc(Cl)c(Cl)c1 | -1% | 3 | -2% | -6% | 0.3% | -7% | 6% | 11% | -41% | -7% | 0%
O=C(NCc1ccc(F)cc1)C(=O)NCC(c1ccco1)N1CCOCC1 (centres undefined) | -8% | -4 | 2% | -6% | 0.0% | 1% | 2% | -27% | 5% | -3% | 6%
CN(C)C(=O)Cn1cc(S(=O)(=O)Cc2ccccc2)c2ccccc21 | -7% | 2 | 2% | -5% | -0.2% | 1% | 7% | 2% | 4% | -3% | 0%
COc1ccc([N+](=O)[O-])cc1N(CC(O)CN1CCCCC1)S(=O)(=O)c1ccc(C)cc1 (centres undefined) | 2% | 0 | -1% | 0% | -0.6% | 0% | -6% | 0% | -23% | -2% | 0%
CC1CCCCN1C(=O)c1c(Cl)cnn1C (centres undefined) | -3% | 5 | -2% | -1% | -1.0% | -9% | -3% | 1% | -21% | 1% | -2%
CSc1c(CC(=O)Nc2ccc(F)cc2)n(Cc2ccccc2)c2ccccc12 | 1% | 12 | 0% | 1% | 3.4% | -12% | 2% | -32% | -21% | 0% | 1%
NC(=O)C1CCN(c2nc(-c3ccc(Br)cc3)cs2)CC1 | -10%&-20%&1% | 14&14 | 2%&3%&-1% | 2% | -0.1%&0.1%&-0.7% | -5%&0% | -11% | 1.8µM* | -10% | 3% | 6.5µM*
COc1ccc(S(=O)(=O)N2CCN(CC(=O)Nc3cc(OC)cc(OC)c3)CC2)cc1 | -6% | -4 | -1% | -2% | -1.2% | 4% | 2% | 1% | -23% | 5% | 0%
CC(=O)NCCC(=O)Nc1nc(C)c(Cc2ccc3c(c2)OCO3)s1 | -4% | 2 | 2% | -7% | -1.6% | 4% | -1% | 31% | -1% | 7% | 4%
CCCn1ncc(CN2CCC(n3nccc3NC(=O)c3ccccc3Cl)CC2)c1C | 8% | -2 | 1% | 0% | -0.4% | ? | 1% | 4% | 0% | -4% | 0%
O=C(COC(=O)c1c[nH]c(=O)[nH]c1=O)NCc1ccccc1 | 4% | 0 | 4% | -1% | 0.2% | -2% | -1% | 3% | -2% | -4% | 0%
CC(=O)Nc1ccc(S(=O)(=O)Nc2ccc(N3CCOCC3)cc2)cc1 | -20% | 1 | 3% | 1% | 0.0% | -2% | 0% | 16% | 23% | 8% | -2%
CCCCn1c(-c2nonc2NC(=O)c2ccccc2Cl)nc2ccccc21 | nt | nt | nt | 2% | nt | nt | -2% | -32% | 35% | ? | nt
CCOC(=O)c1cnn(-c2nc(OC)cc(OC)n2)c1C(F)(F)F | -1% | 2 | 1% | -1% | -0.6% | -5% | -3% | -12% | -8% | 1% | 1%
CCOCCCNC(=O)CN1C(=O)/C(=C/c2ccccc2C)Sc2ccccc21 | 3% | 14 | -5% | -4% | 0.0% | 1% | 4% | 7% | 36% | ? | -19%

Compounds listed so far containing two or more sulfur atoms, in the order listed:
SMILES | Eya2 inh | TRPV1 ag | USP2a block | PTAP TSG101 blk | B2AR arrestin | p53 reactivation | ASM inhibitor | BRCA1 expr up | a7 integrin act | uPA surface inh | ELG1 genotoxic
O=S(=O)(c1cccc2nsnc12)N1CCN(Cc2ccccc2)CC1 | 9% | 2 | 2% | -9% | -0.3% | 0% | 2% | 0% | -7% | -2% | -7%
C#CCSc1nnc(CNS(=O)(=O)c2ccc(Br)cc2)n1C | -4% | 3 | 1% | 0% | -0.2% | 3% | 7% | -5% | -1% | 10% | -3%

Filtered by structure: the entries above with bromine.
SMILES | Eya2 inh | TRPV1 ag | USP2a block | PTAP TSG101 blk | B2AR arrestin | p53 reactivation | ASM inhibitor | BRCA1 expr up | a7 integrin act | uPA surface inh | ELG1 genotoxic
C#CCSc1nnc(CNS(=O)(=O)c2ccc(Br)cc2)n1C | -4% | 3 | 1% | 0% | -0.2% | 3% | 7% | -5% | -1% | 10% | -3%
NC(=O)C1CCN(c2nc(-c3ccc(Br)cc3)cs2)CC1 | -10%&-20%&1% | 14&14 | 2%&3%&-1% | 2% | -0.1%&0.1%&-0.7% | -5%&0% | -11% | 1.8µM* | -10% | 3% | 6.5µM*

Source: PubChem (National Center for Advancing Translational Sciences (NCATS))
